Assay outcomes as filed in PubChem.
CendR NRP1 mod = NRP-1/CendR interaction modulation | O14786 | FAM-RPARPAR peptide binding to NRP-1, fluorescence polarization | inhibition, % at 25 µM | 360,000 tested, 0.85% active | AID 602438;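 active = inhibition or corrected inhibition above about 18%, plus a signal ratio from 0.5 to 1.5, limit read from the data, passing the limit was not always enough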; also: strong numbers were not always called active
SUMO1 PPI mod = alters human SUMO1 binding to SIM partners; P63165; SUMO1 binding to a labelled peptide, TR-FRET, 1 h; inhibition, % at 20 µM; 360,000 tested, 0.33% active; AID 602429; in the data active = inhibition above about 37%
Target sequence (P63165 whole entry, looked up): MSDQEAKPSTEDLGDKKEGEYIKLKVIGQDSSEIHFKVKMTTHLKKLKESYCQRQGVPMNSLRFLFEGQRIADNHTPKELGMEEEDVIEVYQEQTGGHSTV
NadD inh = inhibitors of Staphylococcus aureus NadD. AID 602399. 360,000 tested, 0.78% active. inhibition, % at 20 µM. purified NadD enzyme, colorimetric absorbance read-out; in the data active = inhibition above about 26%; also: some compounds past the cut are filed as inactive
SKN-1 block = blocks SKN-1 activity in C. elegans. C. elegans VP596 Pgst-4::GFP/RFP ratio, acrylamide-induced, 24 h. inhibition, % at 21.8 µM. 360,000 tested, 0.49% active;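 active = interference check ratio from 0.5 to 1.5 plus GFP to RFP signal ratio inhibition reaching or exceeding a fixed threshold, cut at about 30% in these data, passing the limit was not always enough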; also: some compounds called inactive have numbers as strong as hits
STEP block = blocks human striatal-enriched tyrosine phosphatase; recombinant STEP, OMFP fluorogenic substrate, fluorescence; P54829; inhibition, % at 20 µM; 360,000 tested, 0.25% active; AID 588621;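 active = inhibition at 20 µM, scaled per plate between control wells, above about 37%, limit read from the data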;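 also: 0% = DMSO with enzyme and substrate and 100% = substrate only without enzyme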
Target sequence (P54829 whole entry, looked up): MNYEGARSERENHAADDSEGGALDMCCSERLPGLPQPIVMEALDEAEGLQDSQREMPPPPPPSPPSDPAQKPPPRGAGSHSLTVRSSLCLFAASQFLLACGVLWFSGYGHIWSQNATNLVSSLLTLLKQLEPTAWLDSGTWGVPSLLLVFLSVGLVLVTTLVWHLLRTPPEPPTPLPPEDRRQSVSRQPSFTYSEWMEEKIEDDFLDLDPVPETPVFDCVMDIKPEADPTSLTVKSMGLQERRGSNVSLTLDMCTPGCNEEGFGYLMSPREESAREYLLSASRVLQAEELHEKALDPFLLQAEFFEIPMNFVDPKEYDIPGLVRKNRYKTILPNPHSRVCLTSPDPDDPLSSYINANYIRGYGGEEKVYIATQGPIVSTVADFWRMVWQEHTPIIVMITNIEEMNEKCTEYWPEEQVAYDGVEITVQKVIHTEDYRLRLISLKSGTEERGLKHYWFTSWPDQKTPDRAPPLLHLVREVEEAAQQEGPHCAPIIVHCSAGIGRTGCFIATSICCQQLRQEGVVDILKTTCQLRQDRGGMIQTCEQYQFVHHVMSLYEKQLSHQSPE
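System: isolated STEP enzyme; schedule: 20 min enzyme reaction at room temperature, protected from light; medium: Bis-Tris buffer pH 6.0, 2.5 mM DTT, 0.005% Tween 20; signal: fluorescence, 480/540 nm; dosing: single compound dose of 20 µM, 1% DMSO final; also added: OMFP substrate, 25 µM final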
Scp1 inh = blocks human Scp-1 phosphatase activity; AID 493091; Recombinant Scp1, phosphopeptide, malachite green phosphate absorbance; 340,000 tested, 0.88% active; inhibition, % at 20 µM;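 active = inhibition above about 50% at 20 µM, limit read from the data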;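 also: plate controls were DMSO wells with enzyme for no effect and wells lacking enzyme for full effect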
Target sequence (Q9GZU7 76-261 limits assumed): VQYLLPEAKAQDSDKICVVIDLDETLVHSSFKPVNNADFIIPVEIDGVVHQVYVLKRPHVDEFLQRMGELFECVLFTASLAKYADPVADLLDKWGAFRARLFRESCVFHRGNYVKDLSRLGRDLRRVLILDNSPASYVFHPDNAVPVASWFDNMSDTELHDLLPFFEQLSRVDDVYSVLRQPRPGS
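System: SCP-1 catalytic domain; Reagent: Phospho 17-mer peptide substrate; Doses: one concentration, 20 µM, with 1.0% DMSO; Incubation: 45 min room-temperature reaction, 5 min colour, 30 min stabiliser; Signal: Phosphate-binding colour reagent, absorbance read at 630 nm.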
DNMT1 inh = inhibitors of human DNMT1; inhibition (reported as % activation of signal), % at 10 µM; DNMT1 molecular beacon, Hinp1I cleavage, fluorescence; P26358; 360,000 tested, 0.83% active; in the data active = inhibition above about 50%
Tb MetRS inh = Trypanosoma brucei MetRS inhibition. purified T. brucei MetRS, ATP depletion, Kinase-Glo luminescence. inhibition, % at 11.9 µM. 360,000 tested, 0.4% active;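 active = inhibition above a per-plate cutoff of the control wells' mean inhibition plus 3 SD, cut at about 5.5% in these data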;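 also: 0% = DMSO wells median and 100% = median of wells with control inhibitor compound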
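Measured by: Kinase-Glo luciferase luminescence reporting remaining unconsumed ATP. Material: purified T. brucei MetRS enzyme. Doses: 11.9 µM compound single dose, 0.9% DMSO. Medium: HEPES buffer containing pyrophosphatase, BSA, spermine, DTT. Times: 15 min preincubation, 2 h reaction, all 25 °C. Reagent: methionine, ATP and bulk E. coli tRNA.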
LMPTP inh = blocks human LMPTP phosphatase; P24666; recombinant LMPTP-A, OMFP fluorogenic substrate, fluorescence intensity; inhibition, % at 20 µM; 360,000 tested, 0.22% active; AID 651560;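 active = compounds that cut the enzyme signal by at least half of the control window in the single-dose screen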;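 also: plate controls were DMSO wells with enzyme plus substrate for no effect and substrate without enzyme for full effect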
Target sequence (P24666 whole entry, looked up): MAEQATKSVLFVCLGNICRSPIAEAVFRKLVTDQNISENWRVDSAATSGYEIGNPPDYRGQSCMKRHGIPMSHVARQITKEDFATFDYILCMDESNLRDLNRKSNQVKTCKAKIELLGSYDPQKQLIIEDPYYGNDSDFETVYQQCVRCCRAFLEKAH
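Assay system: LMPTP-A, protein tyrosine phosphatase of low molecular weight / Medium: pH 6.0 Bis-Tris buffer with DTT and Triton X-100 / Schedule: 50 min enzyme reaction at room temperature, protected from light / Measured by: endpoint fluorescence intensity from OMFP dephosphorylation / Read-out basis: % inhibition relative to no-enzyme and uninhibited control wells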
Neddylation inh = cullin neddylation inhibition; P61081+Q13564; TR-FRET cullin neddylation, biochemical; calls only at 25 µM; 360,000 tested, 0.58% active; in the data active = inhibition above about 36%
Starred values were filed as active, the others as inactive; i = inactive; · = not tested or not shown.

SMILES	CendR NRP1 mod	SUMO1 PPI mod	NadD inh	SKN-1 block	STEP block	Scp1 inh	DNMT1 inh	Tb MetRS inh	LMPTP inh	Neddylation inh
C=CCNC(=O)N1CCCC(N2CCN(c3ccccc3OC)CC2)C1 (stereo unspecified)	-9	0	-1	-2	2	-7	2	-1.0	-2.1	i
CCOC(=O)c1c(/N=C/N(C)C)sc(/C=N/Nc2ccccc2)c1-c1ccccc1Cl	-32	-3	12	-1	1	-3	-16	0.0	2.6	i
CCSc1nnc(NC(=O)Cc2ccc(OC)c(OC)c2)s1	-5	3	-5	-1	0	-7	1	-1.0	-2.2	i
NNc1nc(C(F)(F)F)nc2ccccc12	10	-1	0	-9	0	-2	1	-0.5	-0.3	i
CS(=O)(=O)c1ccccc1-c1nc(-c2ccc([N+](=O)[O-])cc2)no1	12	-21	-2	9	-1	-1	-1	-1.1	0.5	i
CCOc1ccc(N2C(=O)C3=C(C(c4ccc(Cl)cc4)=NCCN3)C2c2cccnc2)cc1 (stereo unspecified)	-12	-26	-9	0	-2	-4	-2	-0.6	-0.5	i
CC1(C(=O)NS(=O)(=O)c2ccc(C#N)cc2)CCN1C(=O)Cc1ccc(Cl)cc1Cl (stereo unspecified)	-2	3	1	11	0	·	1	0.1	-2.2	i
N#CC(c1ccc(F)cc1)c1ccc(C(=O)c2ccccc2)cc1 (stereo unspecified)	11	-1	-8	30	0	-12	-2	-0.3	1.7	i
O=C(N/N=C/c1ccc(Sc2nc3ccccc3[nH]2)o1)c1ccncc1	1	-13	-2	4	5	-1	2	0.7	-0.1	i
COc1cccc(OCCCCCCN2CCOCC2)c1	-14	1	2	4	1	6	-1	-1.0	-0.8	i
Cc1ccc(Nc2nc3ccccc3nc2Nc2c(C)n(C)n(-c3ccccc3)c2=O)cc1	-4	-4	35*	24	1	3	-13	0.2	5.0	i
O=C(O)Cn1nnc(COc2ccccc2)n1	3	10	-1	15	-2	-5	1	-0.6	-2.7	i
Cc1ccc(C(=O)NC2CCC(C)CC2)s1 (stereo unspecified)	2	3	-5	-3	-1	-2	2	-0.5	-1.0	i
Cc1ccc(-c2nnnn2-c2ccc(C)cc2)cc1	6	1	-2	3	2	-10	4	-0.7	-0.2	i
O=C(/C=C/c1ccc([N+](=O)[O-])s1)N1CCCCC1	0	-3	-2	8	0	1	0	-0.3	-1.1	i
C=CCOc1ccc2c3c(c(=O)oc2c1)CCCC3	4	10	-5	18	4	-2	4	-0.5	2.1	·
COc1ccc2c(c1OC)C(=O)N1c3ccccc3C(=O)N(c3ccccc3F)C21 (stereo unspecified)	-10	6	-3	-2	-1	-7	-1	-0.1	0.7	i
O=C1S/C(=C/c2ccc(N3CCOCC3)o2)C(=O)N1Cc1ccc(F)cc1	99	-31	1	10	-15	7	3	-0.9	-0.1	i
Cc1ccc(OCCN(C)C(=O)C2CCC(=O)N(CCCN3CCOCC3)C2)cc1 (stereo unspecified)	12	-1	-5	2	-3	4	1	-0.9	-2.5	i
O=[N+]([O-])c1cccc(Nc2c3ccccc3nc3ccccc23)c1	2	-14	1	11	2	8	23	-0.1	0.4	·
COc1cc(-c2[nH]ncc2CN2CCN(c3cccc(C)n3)CC2)cc(OC)c1OC	-14	3	-7	2	-3	2	0	-0.8	-1.6	i
CCOC(=O)C1(Cc2ccccc2C)CCCN(C(=O)COC)C1 (stereo unspecified)	1	-2	0	17	-3	6	0	-1.5	-0.5	i
COc1cccc(CNC(=O)CCC2CCCN(C(=O)C3CCOCC3)C2)c1 (stereo unspecified)	2	-1	-2	2	-2	-17	-1	0.5	-0.7	i
COc1ccc2[nH]c3c(c2c1)CCNC3c1ccc([N+](=O)[O-])o1 (stereo unspecified)	-14	-13	25	5	0	-8	-4	-0.2	8.9	i
COc1ccc(CN(CC2CCC(C(=O)O)CC2)C(=S)Nc2cc(C)ccc2C)cc1 (stereo unspecified)	14	3	5	-3	-1	-5	-2	0.1	-0.5	i
O=C(CSc1nc(=O)n2ccccc2n1)NCc1ccccc1	-12	-3	1	-6	4	-3	2	-0.5	-1.3	i
Cc1cccc(NS(=O)(=O)c2cc([N+](=O)[O-])ccc2C)n1	-1	-14	-1	0	-2	-3	-4	0.1	0.8	i
CCOC(=O)C(=O)Nc1ccc(S(=O)(=O)Nc2ncccn2)cc1	-185	1	2	4	-2	-4	1	-0.9	-5.1	i
O=C(CSc1nnc(-c2ccc(F)cc2)o1)Nc1ccc(S(=O)(=O)N2CCCC2)cc1	3	3	-5	8	2	-1	-2	-0.2	0.9	i
Cc1ccc(NCC(=O)N/N=C/c2c[nH]c3ccccc23)cc1	1	0	7	11	-1	3	-7	-0.2	0.6	i
CC(C)N(Cc1cnn(C)c1)C(=O)C1CCC(=O)N(CCc2cccc(F)c2)C1 (stereo unspecified)	5	-3	-5	-5	-2	-1	4	-0.7	-1.3	i
CN(C)CCCNc1oc(/C=C/c2cccs2)nc1S(=O)(=O)c1ccccc1	-2	-12	3	19	1	1	0	-0.3	-5.3	i
O=C(Nc1ccccc1)C1=C(Nc2ccccc2)CSC1	-14	7	-2	17	3	·	-17	-0.2	0.2	i
Cc1cccc(NC(=O)CCC(=O)N/N=C/c2ccco2)c1	-1	-11	-1	16	-1	6	4	2.8	0.0	i
CCCCCCCCCCCCCCCC(=O)NCCc1c[nH]c2ccccc12	-8	22	-4	-2	-2	4	-2	-2.4	1.3	i
COc1ccc(OC)c(C2CC(=O)Nc3n[nH]c(-c4ccccc4)c32)c1 (stereo unspecified)	8	-1	2	-2	0	-5	-1	0.4	-0.6	i
C[C@H]1CN=C(Nc2ccccc2)N1CC1CCC1	1	2	-1	2	-2	-11	4	-0.1	-1.4	i
COc1ccc(NC(=O)C2CCN(C(=O)Nc3ccc(C)cc3)CC2)cc1OC	1	0	-5	0	-1	-8	3	-0.5	-2.1	i
O=C(Nc1ccc(F)cc1F)c1ccc(-n2cccn2)nc1	11	4	-3	2	2	-3	-1	0.0	-1.9	i
O=C(CCl)NC(Cc1ccccc1)c1ccccc1 (stereo unspecified)	-10	3	-4	-2	3	-4	5	0.5	-0.8	i
CCOC(=O)c1c(C)nc2cc(C)cc(C)n12	-5	-3	1	3	0	-1	12	0.1	1.0	i
Cc1ccc(SCc2cc(-c3ccc(Cl)cc3)no2)cc1	12	-1	-1	20	0	-11	1	-0.1	1.8	i
CC(=O)NC(=S)Nc1ccc(S(=O)(=O)N2CCOCC2)cc1	3	2	8	-13	2	-3	0	-0.2	-0.1	i
COc1ccc(-c2cc3cc4c(cc3cn2)OCO4)cc1	14	-9	-8	-3	0	-2	2	0.3	0.0	i
COc1ccc2c(c1OC)C(=O)N(c1cccc(C(F)(F)F)c1)C2	-6	4	-7	12	0	1	8	-0.4	0.5	i

Reprinted from the part before: 6 entries, then new ones.
SMILES	CendR NRP1 mod	SUMO1 PPI mod	NadD inh	SKN-1 block	STEP block	Scp1 inh	DNMT1 inh	Tb MetRS inh	LMPTP inh	Neddylation inh
O=C(CCl)NC(Cc1ccccc1)c1ccccc1 (stereo unspecified)	-10	3	-4	-2	3	-4	5	0.5	-0.8	i
CCOC(=O)c1c(C)nc2cc(C)cc(C)n12	-5	-3	1	3	0	-1	12	0.1	1.0	i
Cc1ccc(SCc2cc(-c3ccc(Cl)cc3)no2)cc1	12	-1	-1	20	0	-11	1	-0.1	1.8	i
CC(=O)NC(=S)Nc1ccc(S(=O)(=O)N2CCOCC2)cc1	3	2	8	-13	2	-3	0	-0.2	-0.1	i
COc1ccc(-c2cc3cc4c(cc3cn2)OCO4)cc1	14	-9	-8	-3	0	-2	2	0.3	0.0	i
COc1ccc2c(c1OC)C(=O)N(c1cccc(C(F)(F)F)c1)C2	-6	4	-7	12	0	1	8	-0.4	0.5	i
O=C(Nc1nnc(-c2ccc(Cl)cc2)o1)Nc1ccccc1Cl	0	3	-4	-9	-2	-2	2	-0.6	0.3	i
Cc1nn(C)c2c1NC(=O)CS2	7	0	-7	-4	-1	·	3	-0.2	-1.6	i
COC(CNC(=S)Nc1ccc([N+](=O)[O-])cc1)OC	3	-14	2	-4	-3	18	4	-0.7	-2.3	i
Cc1cccc(NC(=O)N2CCC(n3nnc4cc(C)ccc43)CC2)c1	2	-2	-9	3	-1	-6	0	-0.1	-0.6	i
COC(=O)CN1C(=O)[C@H]2[C@@H](c3ccc(C)o3)N3C(=O)CN(Cc4ccccc4)C(=O)[C@@]3(C)[C@H]2C1=O	7	4	-3	2	-1	4	3	-0.2	-1.6	i
O=C(CCNC(=O)c1ccco1)Nc1ccc(SC(F)F)cc1	5	4	-5	1	-3	-1	0	-0.1	0.0	i
CC(=O)Nc1ccc(OCC(=O)NC(C)c2ccc(F)cc2)cc1 (stereo unspecified)	10	-1	2	7	1	-1	-4	-0.3	0.6	i
O=C(CN(C(=O)CCC(=O)Nc1nccs1)c1ccc(F)cc1)NCc1ccco1	-4	2	0	-12	3	-7	4	-1.6	-0.3	i
COCCN(Cc1ccccc1)C(=O)c1cccc(S(=O)(=O)N(C)c2c(C)n(C)n(-c3ccccc3)c2=O)c1	-3	2	0	-2	0	-4	-1	-0.4	-5.8	i
COc1ccc(S(=O)(=O)NC(=O)C2(C)CCN2C(=O)Cc2ccc(C(C)(C)C)cc2)cc1 (stereo unspecified)	-1	-2	-2	0	5	·	2	-0.1	-2.2	i
CC1CN=C(N(Cc2ccccc2)C(=O)Nc2ccccc2)S1 (stereo unspecified)	14	3	1	-18	-2	-3	-1	-0.1	0.9	i
COc1ccccc1NS(=O)(=O)c1cccc(C(=O)NNC(=O)c2ccc(=O)[nH]c2)c1	8	3	3	0	0	-2	0	-0.1	-0.3	i
Cc1ccnc(NC(=O)Cn2cc([N+](=O)[O-])cn2)c1	-4	1	-2	5	-2	-2	2	-0.5	-0.5	i
COc1ccc(C2(C)CC(=O)NC2=O)cc1 (stereo unspecified)	9	-6	-3	31	-2	-12	1	0.1	-0.3	i
CC1(C)CC1C(=O)Nc1ccc([N+](=O)[O-])cc1Br (stereo unspecified)	-2	-22	-7	12	-1	-5	0	-0.2	-0.9	i
